# Screens from PubChem.
# TRPC4 potent – allosterically enhances the mouse TRPC4 cation channel; Q9QUQ5; HEK293 TRPC4beta/mu-opioid, DAMGO EC20, Fluo-4 Ca2+ flux; stronger effect = higher value; B-score at 10 µM; 310,000 tested, 0.42% active; AID 2227;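 active means B-score of calcium response area above 5 SD of library B-scores, with initial fluorescence ratio within 5 SD of library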;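 further: B-score of integrated fluorescence ratio over time as area under calcium response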
# TRPC6 activator – mouse TRPC6 channel activation | B-score at 10 µM | Q61143 | 310,000 tested, 0.13% active | HEK293-TRPC6 membrane potential dye fluorescence; stronger effect = higher value;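 active means B-score of the integrated fluorescence ratio above library mean plus 3 SD, and starting fluorescence ratio within library mean plus 5 SD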;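 further: higher score means more depolarization so channel activation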
# MrgX1 PAM – human MrgX1 positive allosteric modulation, primary screen; 310,000 tested, 0.63% active; Q96LB2; B-score at 10 µM; MrgX1-HEK293, Fluo-4 calcium flux, FDSS; stronger effect = higher value;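 active means plate-corrected calcium response at least 3 library SD above typical, normal starting fluorescence, not activating the receptor alone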;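 further: compound read alongside a low EC10 to EC30 dose of BAM8-22 agonist; peak minus trough fluorescence over baseline measured at the second addition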
# TRPC6 inhibitor – blocks the mouse TRPC6 cation channel; B-score at 10 µM; 310,000 tested, 1.1% active; AID 2553; Q61143; HEK293-TRPC6, membrane potential dye, ACh-evoked depolarization; stronger effect = lower value;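 active means B-score under library mean minus 3 SD, initial fluorescence not abnormally high, positive integrated signal ratio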;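 further: B-score derived from integrated fluorescence ratio over the kinetic read; more negative B-score means stronger inhibition of depolarization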
# MrgX1 ag – activates human MrgX1 receptor signaling; Q96LB2; MrgX1-HEK293 cells, Fluo-4 calcium fluorescence, agonist mode; stronger effect = higher value; B-score at 10 µM; 310,000 tested, 0.44% active; AID 588627;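 active means calcium response B-score plate-corrected fluorescence ratio at least 3 library SD, with starting fluorescence B-score inside 5 SD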
#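 Material – MrgX1-expressing HEK293 cells · Input – 15,000 cells seeded per well · Dosing – compound as first of three additions · Times – overnight seeding, then 1 h dark dye loading · Measured by – kinetic Fluo-4 NW fluorescence of intracellular calcium · Read-out – B-scored fluorescence response ratio · Benchmarks – positive and negative control wells on each plate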
# RGS4 block – inhibitors of human RGS4. P49798. HEK293 M3R/RGS4 inducible, Fluo-4 calcium flux; stronger effect = higher value; triggered by carbachol at its EC20. B-score at 10 µM. 310,000 tested, 0.45% active. AID 463165;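 active means B-score, a plate-corrected calcium signal, over three deviations above library mean, with baseline fluorescence within five deviations of library mean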;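 further: RGS4 expression induced by doxycycline in cells with stable M3 receptor; B-score is computed from the integrated fluorescence ratio over baseline after carbachol; higher B-score means a larger calcium signal and so more RGS4 inhibition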
# TRPC4 act – activators of mouse TRPC4 channel; 310,000 tested, 0.49% active; Q9QUQ5; AID 2237; HEK293 TRPC4beta/mu-opioid, Fluo4 calcium fluorescence; stronger effect = higher value; B-score at 10 µM;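 active means B-score above 5 SD of library B-scores, and initial fluorescence ratio not above library mean plus 5 SD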;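 further: positive B-score marks a calcium rise read as TRPC4 activation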
#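 Test system: HEK293 cells stably co-expressing mouse TRPC4beta and mu-opioid receptor | Schedule: Fluo4 dye loading 45 min at room temperature, 110 s recording | Measured by: Kinetic Fluo4 calcium fluorescence, 5 s baseline at 1 Hz | Evaluation: B score of integrated ratio | Controls: Buffer (low) and maximal DAMGO (high)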
# MrgX1 antagonist – blocks BAM8-22 activation of human MrgX1 receptor | Q96LB2 | MRGX1-HEK293 calcium flux, Fluo-4, BAM8-22 antagonism; stronger effect = lower value | B-score at 10 µM | 310,000 tested, 1.3% active | AID 588676;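 active means calcium-response B-score plate-corrected more than 3 library SD below zero, starting fluorescence within 5 deviations, no agonist response on first addition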;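 further: peak minus trough fluorescence over baseline after final BAM8-22 challenge near maximal dose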
# TMEM16A inh – mouse TMEM16A channel inhibition, primary screen; normalized B-score (activity score, 25-100; higher = stronger inhibition) at 10 µM; AID 588511; 310,000 tested, 1.2% active; Q8BHY3; HEK293 TMEM16A/YFP iodide influx fluorescence, ionomycin;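 active means ratio plate-corrected score three or more library SD toward inhibition, starting fluorescence score within five deviations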;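 further: score derived from kinetic fluorescence span divided by baseline fluorescence per well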
# Target sequence (Q8BHY3 whole entry, looked up): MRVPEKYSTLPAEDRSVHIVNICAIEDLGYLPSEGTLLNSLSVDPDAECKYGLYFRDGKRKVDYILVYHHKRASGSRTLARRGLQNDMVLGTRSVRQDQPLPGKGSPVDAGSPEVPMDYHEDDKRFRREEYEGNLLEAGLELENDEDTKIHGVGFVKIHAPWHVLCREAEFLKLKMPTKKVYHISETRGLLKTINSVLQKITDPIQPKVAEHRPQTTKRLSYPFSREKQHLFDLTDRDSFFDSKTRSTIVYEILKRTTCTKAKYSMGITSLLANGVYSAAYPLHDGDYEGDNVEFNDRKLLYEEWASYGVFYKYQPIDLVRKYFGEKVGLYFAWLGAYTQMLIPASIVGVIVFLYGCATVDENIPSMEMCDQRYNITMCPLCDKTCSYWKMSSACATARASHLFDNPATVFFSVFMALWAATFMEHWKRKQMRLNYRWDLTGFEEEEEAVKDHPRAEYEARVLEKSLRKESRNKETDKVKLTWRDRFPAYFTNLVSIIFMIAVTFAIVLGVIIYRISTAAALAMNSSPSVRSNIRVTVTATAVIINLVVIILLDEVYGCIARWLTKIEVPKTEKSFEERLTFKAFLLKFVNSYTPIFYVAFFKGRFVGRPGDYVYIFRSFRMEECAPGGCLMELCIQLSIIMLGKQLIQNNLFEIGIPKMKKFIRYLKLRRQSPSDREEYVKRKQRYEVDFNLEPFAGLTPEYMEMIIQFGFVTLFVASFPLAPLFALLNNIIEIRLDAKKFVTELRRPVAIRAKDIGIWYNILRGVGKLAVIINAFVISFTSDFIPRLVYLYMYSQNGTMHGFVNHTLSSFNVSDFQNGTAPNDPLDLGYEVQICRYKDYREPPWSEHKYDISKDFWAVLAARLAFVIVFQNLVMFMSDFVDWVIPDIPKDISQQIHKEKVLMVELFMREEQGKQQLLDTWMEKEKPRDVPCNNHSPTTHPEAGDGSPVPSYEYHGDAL
# TRPC4 block – blocks the mouse TRPC4 cation channel | Q9QUQ5 | HEK293 TRPC4beta/mu-opioid, DAMGO-evoked Fluo4 calcium flux; stronger effect = lower value | B-score at 10 µM | 300,000 tested, 0.39% active | AID 2247;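 active means B-score over 3 SD under the library average, no early fluorescence shift, positive overall ratio signal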
#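 test system = HEK293 cells with stable TRPC4beta plus mu-opioid receptor expression | detection = Fluo4 Ca2+ flux fluorescence | read-out = integrated fluorescence ratio relative to baseline, converted to per-well B score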
# TMEM16A act – mouse TMEM16A channel activation, primary screen; Q8BHY3; HEK293 TMEM16A/YFP-H148Q/I152L, iodide quench fluorescence; stronger effect = lower value; B-score at 10 µM; 340,000 tested, 0.3% active;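 active means fluorescence-ratio B-score plate-corrected deviation score at least 3 library SD below zero, with starting fluorescence score within 5 deviations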;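 further: channel opened by trigger with iodide after compound preincubation; score built on the fluorescence ratio of max minus min over baseline; more negative score means more quench and so TMEM16A activation or potentiation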
# Starred values were filed as active, the others as inactive; i = inactive.
SMILES,TRPC4 potent,TRPC6 activator,MrgX1 PAM,TRPC6 inhibitor,MrgX1 ag,RGS4 block,TRPC4 act,MrgX1 antagonist,TMEM16A inh,TRPC4 block,TMEM16A act
Cc1cccn(Cc2c(Cl)cccc2Cl)c1=O,i,i,i,i,i,i,i,i,i,i,i
COc1cccc2cc(-c3nc4ccccc4[nH]3)c(=O)oc12,i,i,i,i,i,i,i,i,i,i,i
CCc1ccc(S(=O)(=O)Nc2cc3c(cc2N2CCCCC2)n(C)c(=O)c(=O)n3C)cc1,i,i,i,i,i,i,i,i,i,i,i
CC(C(=O)Nc1ccccc1Cl)N(c1ccccc1)S(C)(=O)=O (stereo not given),i,i,i,i,i,i,i,i,i,i,i
Cc1ccc(-c2noc(-c3ccccc3C(=O)N3CCCC3)n2)cc1,i,i,i,i,i,i,i,i,i,i,i
COc1ccc(C(=O)N2CCCC(CCC(=O)N3CCN(c4ccccn4)CC3)C2)cc1 (stereo not given),i,i,i,i,i,i,i,i,i,i,i
COc1ccc(OCc2nnc(SCC(=O)NC3CCCCC3)o2)cc1,i,i,i,i,i,i,i,i,i,i,i
COc1cccc(CNC(=O)CCC(=O)N2Cc3cccc(OC)c3Oc3ncccc32)c1OC,i,i,i,i,i,i,i,i,i,i,i
CCOc1ccc(S(=O)(=O)N(CC(=O)N/N=C/c2ccc(-c3ccc([N+](=O)[O-])cc3)o2)c2ccccc2)cc1,i,i,i,-5.1*,i,i,i,i,i,i,i
CCCCC(=O)NC(c1ccc([N+](=O)[O-])cc1)c1c(O)ccc2ccccc12 (stereo not given),i,i,i,i,i,i,i,i,100*,i,i
NC1=NC2(CCN(Cc3ccccc3)CC2)n2c(nc3ccccc32)N1,i,i,i,i,i,i,87*,i,i,i,i
CC1(C)Cc2ccccc2-c2nnc(-c3ccccn3)n21,i,i,i,i,i,i,i,i,i,i,i
CCS(=O)(=O)N1CCCC(C(=O)Oc2ccc(Br)cc2)C1 (stereo not given),i,i,i,i,i,i,i,i,i,i,i
CCC(C(=O)NCc1ccco1)n1nc(C)c2c(C)n(-c3ccccc3)nc2c1=O (stereo not given),i,i,i,i,i,i,i,i,i,i,i
CN(C)S(=O)(=O)c1cccc(NC(=O)COC(=O)c2ccc3c(c2)OCO3)c1,i,i,i,i,i,i,i,i,i,i,i
O=C(NNC1CC(=O)N(c2ccc(Cl)cc2)C1=O)c1ccccc1Cl (stereo not given),i,i,i,i,i,i,i,i,i,i,i
COc1cc2c(cc1OC)n(CC(=O)NC1CCCCCC1)n1c(C)cc(=O)nc21,i,i,i,i,i,i,i,i,i,i,i
CC1CCN(c2ccccc2NC(=S)NC(=O)c2ccco2)CC1,i,i,i,i,i,i,i,i,i,i,i
O=C(Nc1ccc(Br)cc1F)C1CCCN(S(=O)(=O)c2cnc[nH]2)C1 (stereo not given),i,i,i,i,i,i,i,i,i,i,i
C#Cc1ccc([C@H]2C=C(C(=O)O)O[C@@H](OCCCCO)C2)cc1,i,i,i,i,i,i,i,i,i,i,i
Cc1ccccc1N1CCN(C2CCCN(C(=O)c3cc[n+]([O-])cc3)C2)CC1 (stereo not given),i,i,i,i,i,i,i,i,i,i,i
Cc1cccn2c(=O)c3cc(C(=O)NC4CCCC4)sc3nc12,i,i,i,i,i,i,i,i,i,i,i
CC1=NN(c2ccccc2)C(=O)/C1=C/C=C/c1ccccc1,i,i,i,i,i,i,i,i,i,i,i
O=C(NCC(=O)N(c1ccc(Cl)cc1)C(C(=O)NC1CCCC1)c1cccnc1)c1ccco1 (stereo not given),i,i,i,i,i,i,i,i,i,i,i

# Quoted from the results shown, three compounds:
SMILES,TRPC4 potent,TRPC6 activator,MrgX1 PAM,TRPC6 inhibitor,MrgX1 ag,RGS4 block,TRPC4 act,MrgX1 antagonist,TMEM16A inh,TRPC4 block,TMEM16A act
Cc1cccn(Cc2c(Cl)cccc2Cl)c1=O,i,i,i,i,i,i,i,i,i,i,i
COc1cccc2cc(-c3nc4ccccc4[nH]3)c(=O)oc12,i,i,i,i,i,i,i,i,i,i,i
CCc1ccc(S(=O)(=O)Nc2cc3c(cc2N2CCCCC2)n(C)c(=O)c(=O)n3C)cc1,i,i,i,i,i,i,i,i,i,i,i

# Carrying on:
SMILES,TRPC4 potent,TRPC6 activator,MrgX1 PAM,TRPC6 inhibitor,MrgX1 ag,RGS4 block,TRPC4 act,MrgX1 antagonist,TMEM16A inh,TRPC4 block,TMEM16A act
CC1=NC2(CCCc3c2no[n+]3[O-])N(O)C1(C)C (stereo not given),i,i,i,i,i,i,i,i,i,i,i
O=C(NNC(=O)c1ccccc1Cl)c1ccccc1Cl,i,i,i,i,i,i,i,i,i,i,i
CC(=O)c1ccc(OCCCC(=O)NCCc2ccccc2)cc1,i,i,i,i,i,i,i,i,i,i,i
CCOC(=O)Cc1nn(Cc2ccc(Cl)cc2)c(=O)c2ccccc12,i,i,i,i,i,i,i,i,i,i,i
Cn1cccc1CNC1CCCCC1,i,i,i,i,i,i,i,i,i,i,i
COc1ccccc1C(=O)N/C(=C\c1cn(S(=O)(=O)N(C)C)c2ccccc12)C(=O)NCCN1CCOCC1,i,i,i,i,i,i,i,i,i,i,i
O=C(Nc1cccc(C(F)(F)F)c1)c1ccco1,i,i,i,i,i,i,i,i,i,i,i
O=C(O)c1cc(NN=Nc2ccc(Br)cc2)cc([N+](=O)[O-])c1,i,i,i,i,i,i,i,i,i,i,i
C#CCOC(=O)c1ccccc1C(=O)OCC#C,i,i,i,i,i,i,i,i,i,i,i
Cc1ccccc1OCc1nc(-c2ccc(-n3cccc3)cc2)no1,i,i,i,i,i,i,i,i,i,i,i
CCC/C(=N\NC(=O)CNC(=O)/C=C/c1ccco1)c1ccccc1,i,i,i,i,i,i,i,i,i,i,i
CC12CCC(C)(c3nc4ccccc4nc31)C2(C)C,i,i,6.9*,i,i,i,i,i,i,i,i
CC(C)c1ccc(NC(=O)CSc2nc(=O)n(CCCN3CCOCC3)c3c2CCC3)cc1,i,i,i,i,i,i,i,i,i,i,i
CCc1c(SCCC(=O)O)nc2ccccc2c1C,i,i,i,i,i,i,i,i,i,i,i
Cc1ccnc(N2CCC(C(=O)Nc3cccc(C(F)(F)F)c3)CC2)n1,i,i,i,i,i,i,i,-4.8*,i,i,i
C=CCn1c(SCC(=O)N2CCCCC2)nnc1-c1ccncc1,i,i,i,i,i,i,75*,i,i,i,i
COc1ccc(NC(=O)c2ccc3ccccc3c2)cc1NS(=O)(=O)c1ccc(F)cc1,i,i,i,i,i,i,i,i,i,i,i
CCNC(=S)NNC(=S)NCc1ccccc1,i,i,i,i,i,i,i,i,i,i,i
CCN(c1ccccc1)S(=O)(=O)c1cccc(C(=O)N(C)CCOc2ccccc2)c1,i,i,i,i,i,i,i,i,i,i,i
O=C1CCN(C(=O)Nc2ccccc2Cl)N1,i,i,i,i,i,i,i,i,i,i,i
CCC(CO)NC1=CC(=O)CCC1 (stereo not given),i,i,i,i,i,i,i,i,i,i,i
Fc1ccc(C(CCNCc2cccs2)c2ccco2)cc1 (stereo not given),i,i,i,i,i,i,i,i,i,i,i
COc1cccc(-n2nnnc2SCC(=O)Nc2cccc(NC(C)=O)c2)c1,i,i,i,i,i,i,i,i,i,i,i
Cc1cc(C)n(CC(O)COc2ccc(C(C)C)c(C)c2)n1 (stereo not given),i,i,i,i,i,i,i,i,i,i,i
CCC(C)NC(=O)Cn1nc(C(F)(F)F)c2c1CCCC2 (stereo not given),i,i,i,i,i,i,i,i,i,i,i
O=C1C2C3C=CC(CC3)C2C(=O)N1/N=C/c1c(O)ccc2ccccc12 (stereo not given),i,i,i,i,i,i,i,i,i,i,i
COC(/C=C/Nc1ccc(OC)cc1)=C(C#N)C#N,i,i,i,i,i,i,i,i,i,i,i
CC1(C)CC(O)C(C)(C)N1O (stereo not given),i,i,i,i,i,i,i,i,i,i,i
CCN1CC(C)C(O)(c2ccccc2)CC1C (stereo not given),i,i,i,-7.2*,i,i,i,i,i,i,i
CC(=O)Nc1ccc(S(=O)(=O)NCCC(=O)OCC(=O)NNC(=O)c2ccccc2)cc1,i,i,i,i,i,i,i,i,i,i,i
COc1ccc(NC(C)=O)cc1NC(=O)CN1CCN(S(=O)(=O)c2ccc(C(C)C)cc2)CC1,i,i,i,i,i,i,i,i,i,i,i
O=C(CSCc1ccc(Cl)cc1)Nc1ccc(S(=O)(=O)N2CCCCCC2)cc1,i,i,i,i,i,i,i,i,i,i,i
Cc1csc2ncc(C(=O)Nc3ccon3)c(=O)n12,i,i,i,i,i,i,i,i,i,i,i
CC(=O)O[C@H]1CC[C@H]2[C@@H]3CCc4cc(O)ccc4[C@H]3CC[C@]12C,i,i,i,i,i,i,i,i,i,i,i
C/C(=N/NC(=O)C1CCCC1)c1ccc(NC(=O)C(F)(F)F)cc1,i,i,i,i,i,i,i,i,i,i,i
CC(C)(C)NC(=S)N/N=C/c1cc(Br)c(O)c(Br)c1,i,i,i,i,i,i,i,i,i,i,i
COC(=O)C1=C(C(=O)OC)[C@@H]2N(Cc3ccccc3)c3ccccc3[C@@]23C[C@@H](CO)N(C(=O)NC2CCCC2)C3=N1,i,i,i,i,i,i,i,i,i,i,i
CCCn1nc(C(=O)NNC(=O)CSC(C)C(=O)Nc2cc(C)on2)c2ccccc2c1=O (stereo not given),i,i,i,i,i,i,i,i,i,i,i
Cc1ccc(S(=O)(=O)N(CC(=O)NN=C2CCN(C)CC2)c2ccc(F)cc2)cc1,i,i,i,i,i,i,i,i,i,i,i
Cc1c(CCC(=O)NCCCN2CCCC2=O)c(=O)oc2c(C)c(O)ccc12,i,i,i,i,i,i,i,i,i,i,i
CC(=O)c1nn(-c2ccc(Br)cc2)cc1C(=O)c1ccco1,i,i,i,i,i,i,i,i,i,i,i
O=C(NCC(=O)N(c1ccccc1)C(C(=O)NC1CCCC1)c1ccncc1)c1cccs1 (stereo not given),i,i,i,i,i,i,i,i,i,i,i
